Screening data from PubChem BioAssay.
LAP4-GFP MLPCN = alters LAP4-GFP fluorescence in TOR pathway yeast screen. S. cerevisiae LAP4-GFP multiplex, flow cytometry GFP, 3 h; median GFP as percent of DMSO wells. GFP response vs DMSO, % at 10 µM. hit rate 0.34% among 320,000. AID 2023;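 active = GFP response vs DMSO above a set limit, about the screen mean plus 3 SD, cut at about 150% in these data; inconclusive = under 70 cell events counted for the yeast strain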
JMJD2C inh = human JMJD2C demethylase inhibition | Q9H3R0 | GST-JMJD2C(1-420) H3K9me3 demethylation, DELFIA europium | inhibition, % at 2.35 µM | hit rate 0.069% among 330,000;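 active = more than half of a compound's replicate wells show inhibition beyond 50%, single wells judged on their own value; inconclusive = some, but no more than half, of replicates pass 50% inhibition; inactive = no replicate passes 50% inhibition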;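 note: signal counts dimethyl H3K9 product captured on neutravidin plate; 0% = median of DMSO wells and 100% = 0.3 times that DMSO median; strong numbers were not always called active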
Target sequence (Q9H3R0 1-420 limits assumed): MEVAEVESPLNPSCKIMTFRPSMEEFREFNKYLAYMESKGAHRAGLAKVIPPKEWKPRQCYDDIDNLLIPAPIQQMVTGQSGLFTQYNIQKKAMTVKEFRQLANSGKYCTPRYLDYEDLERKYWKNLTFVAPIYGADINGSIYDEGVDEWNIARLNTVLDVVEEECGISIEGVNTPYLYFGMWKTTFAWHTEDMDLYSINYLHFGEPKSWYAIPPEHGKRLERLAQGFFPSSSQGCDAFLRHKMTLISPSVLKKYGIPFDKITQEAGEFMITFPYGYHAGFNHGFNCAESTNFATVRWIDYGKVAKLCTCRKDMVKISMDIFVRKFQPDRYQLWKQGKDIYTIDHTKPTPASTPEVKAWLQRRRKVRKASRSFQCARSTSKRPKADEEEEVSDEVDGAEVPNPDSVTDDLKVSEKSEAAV
MEP2 TOR yeast = yeast TOR pathway MEP2-GFP modulation; AID 2016; GFP response vs DMSO, % at 10 µM; hit rate 0.51% among 330,000; S. cerevisiae MEP2-GFP strain, flow cytometry GFP, 3 h; 100% = DMSO control level;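 active = GFP response versus DMSO above a set limit, roughly screen mean plus 3 SD, cut at about 180% in these data; inconclusive = fewer than 70 cells counted for a yeast strain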;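 note: median GFP fluorescence of the barcode-gated MEP2-GFP cells per well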
CR mimetic SO = caloric restriction mimetics inhibiting age-related superoxide in yeast | superoxide response (% of plate mean), % at 10 µM | hit rate 0.18% among 330,000 | S. cerevisiae aged cells, superoxide DHE fluorescence; active compounds read low;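 active = superoxide response under a set limit, about three screen SD below normal, cut at about 65% in these data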;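 note: yeast aged for seven days with compound at 30 °C before DHE staining; 100% = average MFI of all compound-treated wells on the plate with controls excluded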
RPL19A-GFP yeast = alters RPL19A-GFP fluorescence in TOR pathway yeast screen; S. cerevisiae RPL19A-GFP strain, flow cytometry, 3 h; active compounds read low; percent response vs DMSO, % at 10 µM; hit rate 0.3% among 330,000;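 active = percent response vs DMSO below 50%; inconclusive = fewer than 70 events counted for the yeast strain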;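 note: median channel GFP fluorescence of the barcoded RPL19A-GFP strain; ratio of sample median GFP to plate DMSO average so 100% = DMSO; lower means less RPL19A-GFP as with rapamycin TOR inhibition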
proCasp7 act = counter-screen for procaspase-3 activators: activators of human procaspase-7. recombinant procaspase-7, Ac-DEVD-pNA absorbance 405 nm; D23A/D198A/D206A triple mutant, cannot self-cleave; scale: DMSO 0, 5 µM enzyme 100. AID 463210. activation, % at 8.5 µM. P55210. hit rate 0.093% among 330,000;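 active = percent activation above the screen-wide mean plus 3 SD, cut at about 25% in these data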
Target sequence (P55210 whole entry D23A/D198A/D206A): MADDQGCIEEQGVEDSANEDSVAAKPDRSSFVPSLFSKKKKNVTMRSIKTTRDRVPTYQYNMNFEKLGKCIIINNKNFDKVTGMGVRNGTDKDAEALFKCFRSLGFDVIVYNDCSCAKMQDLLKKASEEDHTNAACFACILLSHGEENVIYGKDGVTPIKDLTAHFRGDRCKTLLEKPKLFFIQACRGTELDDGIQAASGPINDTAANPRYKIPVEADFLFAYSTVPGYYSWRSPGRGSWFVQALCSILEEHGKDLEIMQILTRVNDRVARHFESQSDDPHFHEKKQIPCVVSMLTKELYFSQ
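Replicates: singlicate. Assay system: Procaspase-7 triple mutant (PC-7 D3A). Signal: 405 nm absorbance of p-nitroaniline. Times: 1 h preincubation, 2 h reaction. Buffer or medium: Zinc-free HEPES pH 7.4 with 300 mM NaCl, 0.01% Triton X-100. Also added: DEVD-pNA substrate. Benchmarks: DMSO wells as 0%, DMSO with 5 µM added PC-7 as 100%.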
procasp3 activ = activates human procaspase-3. hit rate 0.11% among 330,000. recombinant procaspase-3 D3A, Ac-DEVD-pNA absorbance 405 nm. activation, % at 8.5 µM;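 active = activation above the mean of all tested compounds plus 3 SD, cut at about 21% in these data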;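 note: 0% = DMSO alone and 100% = DMSO wells spiked with extra 5 µM PC-3 D3A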
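Test system: Procaspase-3 D3A mutant; medium: Zinc-free HEPES/NaCl buffer with 0.01% Triton X-100 at pH 7.4; reagent: DEVD-pNA substrate; doses: one concentration, 8.5 µM nominal, 0.8% DMSO; times: 1 h preincubation plus 2 h reaction at 25 °C; signal: Epi-absorbance at 405 nm of released p-nitroaniline, 0 and 120 min; replicates: singlicate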
AHR act = human AHR activation; P35869; AHR-responsive luciferase reporter cells, luminescence; activation, % at 5 µM; hit rate 2.5% among 320,000; AID 2796; in the data active = activation above about 47%;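 note: 0% = vehicle wells and 100% = reference agonist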
Numbers without * were called inactive; ? = inconclusive; . = not tested or not shown; & = joins results of further samples; [ ] = dose if it differs, or a comment. Hits appear at their usual frequency, and some 3.8% of all compounds hit somewhere here.

molecule	LAP4-GFP MLPCN	JMJD2C inh	MEP2 TOR yeast	CR mimetic SO	RPL19A-GFP yeast	proCasp7 act	procasp3 activ	AHR act
Cc1ccc(NC(=O)Nc2cccn(Cc3c(F)cccc3Cl)c2=O)cc1	116	2	96	102	97	0	3	8
COc1cc(OC)cc(C(=O)N/N=C(\C)CC(=O)Nc2ccccn2)c1	91	-2	89	104	92	-7	3	12
COC(=O)C(NC(=O)C(NC(=O)C1CCC(C)CC1)C(C)C)C(C)C (stereo not drawn)	101	-16	100	109	103	1	0	1
Cc1cc(NC(=O)CN2C(=O)NC(C)(c3ccc(Cl)cc3Cl)C2=O)no1 (stereo not drawn)	88	-6	88	109	95	-10	15	-1
Cc1ccc(S(=O)(=O)NCCC(=O)N2CCC(C)CC2)cc1	99	-12	100	109	96	2	6	1
Cc1c(C)n(C)c2ccc(C(=O)NCCCN(C)C3CCCCC3)cc12	89	-26	99	100	99	-6	4	3
Nc1ccccc1NC(=O)c1ccccc1	.	-7	92	100	93	-1	1	16
COc1ccc2c(CC(=O)Nc3ccc(N4CCOCC4)cc3)coc2c1	86	4	98	113	100	0	-1	2
CC(C)(C)C(=O)Nc1ccccc1C(=O)Nc1ccccn1	104	20	100	114	103	8	0	3
Cc1csc(CNC(=O)c2cc(COc3c(C)cccc3C)on2)n1	102	.	106	126	102	-8	1	5
COc1cc(CN2CCN(c3ccccc3F)CC2)cc(OC)c1O	101	29	105	96	103	0	-12	0
CCOC(=O)CSc1nnc(-c2ccc(OC)cc2OC)o1	106	3	103	113	97	5	12	-6
COc1cccc(CNC(=O)c2nnn(CC(=O)Nc3cc(C)ccc3C)c2N)c1	97	4	98	123	98	2	-2	0
COc1cccc(C(=O)N2CCC(CCC(=O)Nc3cccc(C)c3)CC2)c1	109	7	98	96	107	5	-3	1
CCOc1ccccc1NC(=S)N1CCC(c2nc3ccccc3o2)CC1	98	3	107	97	105	-2	3	-2
CCOc1ccc(-c2nn3c(-c4ccc(F)cc4)nnc3s2)cc1	102	-2	99	92	89	7	0	3
CCS(=O)(=O)N1CCC(C(=O)NCc2cccnc2)CC1	95	-15	97	107	95	-4	-1	1
CC(=O)c1cccc(NCC(=O)Nc2cccc(S(=O)(=O)N3CCCCC3)c2)c1	105	-12	100	110	104	5	-4	7
Clc1ccc2c(NCc3ccccn3)ccnc2c1	87	-2	97	112	100	14	4	2
CCOc1ccc2c(c1)s/c(=N\S(=O)(=O)c1ccc(OC)cc1)n2C(F)F	105	-2	97	97	96	3	-4	-4
Cc1ccc(CN2CCN(c3ccccc3)CC2)o1	99	30	115	123	105	-13	12	-2
NC(=O)c1nsc(C(=O)N(CC(=O)NC2CCCC2)Cc2ccc3c(c2)OCO3)c1N	106	-47	97	110	99	11	1	2
CCOc1cc2c(cc1/C=C(/C#N)c1ccc(C(=O)O)cc1)OCO2	102	-14	100	112	99	-5	-7	3
Cc1ccc(S(=O)(=O)/N=C(/NNC(=O)c2cccc(Cl)c2)c2ccccc2)cc1	107	-6	105	106	104	9	14	27
COc1ccc(CNC(=O)C2CCN(S(=O)(=O)c3ccc4c(c3)NC(=O)C(C)S4)CC2)cc1 (stereo not drawn)	108	2	102	114	99	-3	2	4
C=CCN(Cc1ccc(OC)c(OC)c1)C(=O)N1CCOCC1	94	3	104	97	106	-5	4	1
C/C(=N/NC(=O)CN1CCN(Cc2ccccc2Cl)CC1)c1ccncc1	92	-3	97	111	97	-2	-2	4
Cc1cccc(CCN2C(N(C)C)=NC[C@@H]2Cc2ccccc2)c1	89	9	100	110	95	-1	4	0
CC(C)CCC(C)N=Cc1c(O)n(Cc2ccccc2)c(=O)c2ccccc12 (stereo not drawn)	111	0	110	98	107	0	4	3
CCN1CCN(C(=O)C(=O)c2cn(CC(=O)N3CCCCCC3)c3ccccc23)CC1	76[may fluoresce red]	1	99[may fluoresce red]	103	?	-2	7	6
CCOc1ccc(CNC(=O)CCS(=O)(=O)Cc2cccc(Cl)c2)cc1OC	98	-3	95	95	94	2	12	0
O=C(NCC(c1ccco1)N1CCOCC1)c1ccc(F)cc1 (stereo not drawn)	95	-7	102	99	98	1	-1	-1
Cc1nnc(NC(=O)C2CCN(C(=O)c3ccco3)CC2)s1	101	2	92	97	88	-12	-8	6
O=C(NCc1ccc(F)cc1)C1Cc2ccccc2CN1C(=O)c1ccco1 (stereo not drawn)	91	-6	101	75	99	8	-2	0
CC(C)(C)c1ccc(C(=O)NCCN2CCOCC2)cc1	109	3	100	102	104	0	-6	2
Nc1nc(C23CC4CC(CC(C4)C2)C3)cs1	105	1	106	84	107	-2	-1	-1
Cc1nc2ccc(NC(=S)NCCCO)cc2nc1C	105	-13	94	93	96	-2	1	4
Cc1cccc(S(=O)(=O)Nc2cc(Cl)ccc2N2CCOCC2)c1	93	2	101	100	101	4	2	3
c1ccc(CSc2nccc(-c3ccco3)n2)cc1	130	4	100	103	95	-14	-9	-6
O=CN1CCc2scc[n+]2-c2ccccc21	109	-18	104	104	100	-18	-23	3
CNc1ccn(C2CCCO2)c(=O)n1 (stereo not drawn)	89	-1	104	94	107	6	2	1
COc1ccc2[nH]c(=O)c(CN(CCO)C(=O)c3cccs3)cc2c1	99	-1	101	100	99	-2	14	1
Cc1ccc(NC(=O)c2sc3nc(C)cc(C)c3c2N)cc1	69[may fluoresce violet]	3	340*[may fluoresce violet]	56*	36*[may fluoresce violet]	-2	-5	27
CC(C)[C@H](NC(=O)c1cccc(CN(Cc2ccccc2)C(=O)/C=C/c2ccccc2)c1)C(=O)O	101	-18	96	107	97	-4	4	0
Cc1ccc(S(=O)(=O)Cn2nnnc2CN(Cc2ccco2)CC2CCCO2)cc1 (stereo not drawn)	84	-32&13	83	99	85	1	0	2
COC(=O)[C@]1(C)N[C@H](CN(C)C(=O)Nc2ccc(C)cc2)[C@@H]2C(=O)N(Cc3ccccc3)C(=O)[C@@H]21	95	38	93	71	96	5	1	-2
Cc1ccc(SCC(=O)N=C2NC(=O)CS2)cc1	101	-7	107	101	105	-13	-14	-2
CCOC(=O)COc1cc(Br)c(/C=N/Nc2ccccc2)cc1OC	93	26	121	117	108	10	-1	0
CCn1cc(Br)c(C(=O)Nc2ccc(F)cc2F)n1	99	4	101	87	96	2	-1	99*
CN(C(=O)c1ccc(COc2ccccc2Br)o1)c1ccccc1	94	-15	102	114	104	3	-2	2
CCC(C)NC(=O)COC(=O)c1ccc(Cl)cc1O (stereo not drawn)	104	5	66	101	91	-3	3	-1
CCOC(=O)c1c(C)n(C)c2ccc(OC)c([N+](=O)[O-])c12	94	-1	104	89	104	10	-3	55*
COc1cccc(N(CC(=O)NC2CCCC2)C(=O)CCC(=O)Nc2nccs2)c1	87	3	108	112	94	-4	4	-1
CC(=O)NC(Cc1ccc(C(C)C)cc1)C(=O)NC1CCN(C(=O)c2cccc(C)c2)CC1 (stereo not drawn)	105	21	96	104	97	3	-5	-1
C(=C\c1ccccc1)/C=N/n1cnnc1	96	5	97	88	102	5	4	4
O=[N+]([O-])c1cc(S(=O)(=O)/N=C(/c2ccccc2)N2CCOCC2)ccc1Cl	96	36	102	128	103	-4	3	1
Cc1cc(C)c2cc(CNC3CCCC3)c(Cl)nc2c1	100	8	99	84	99	-3	11	8
CC(C)Nc1ccccc1	103	12	94	95	97	12	-3	-1
NC(=O)Cn1nnc(-c2ccc(CN3CCCCC3)cc2)n1	97	-22	94	98	95	6	2	5
O=C(COC(=O)CCC1CCCC1)Nc1ccccc1OC(F)F	108	7	128	105	99	4	3	0

Next section.
molecule	LAP4-GFP MLPCN	JMJD2C inh	MEP2 TOR yeast	CR mimetic SO	RPL19A-GFP yeast	proCasp7 act	procasp3 activ	AHR act
COc1ccc(NC(=O)N/C=C/c2ccccc2)cc1	99	11	102	101	91	-6	-3	1
O=C(N/N=C/c1cnc2ccccc2n1)c1cccc(F)c1	107	12	110	84	111	2	4	0
O=C(COC(=O)c1ccccc1Nc1ccccc1)Nc1ccccc1	106	1	101	99	99	-2	8	3
Cc1ccc(C)c(CSc2nc3[nH]ncc3c(=O)[nH]2)c1	95	-1	120	105	110	-1	12	48*
CCOC(=O)c1nc2nc(-c3cccs3)cc(C(F)(F)F)n2n1	93	3	103	111	101	-9	-6	6
CC1=NN(C(N)=S)C(=O)C1N=Nc1ccc(S(N)(=O)=O)cc1 (stereo not drawn)	95	3	110	100	102	-14	-9	0
Cc1cccc(NC(=O)c2ccc3nsnc3c2)c1C	100	9	100	100	103	10	2	10
Cc1ccc(CN2CC(C(=O)N(C)CC(=O)Nc3cccc(F)c3)CC2=O)cc1 (stereo not drawn)	97	-8	98	116	100	3	7	0
